Screens as filed in PubChem.
CIT2 TOR yeast: alters CIT2-GFP fluorescence in TOR pathway yeast screen. GFP response vs DMSO, % at 10 µM. 320,000 tested, 0.065% active. S. cerevisiae CIT2-GFP strain, flow cytometry, 3 h; 100 means same as DMSO wells. AID 2029;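 active means GFP response relative to DMSO above a set limit, near the screen mean plus 3 SD, cut at about 150% in these data; inconclusive means Fewer than 70 cells measured for a yeast strain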;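 further: ratio of well median GFP fluorescence to mean of DMSO wells on the plate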
proCasp7 act: activates human procaspase-7, counter-screen for procaspase-3 activators | P55210 | recombinant procaspase-7, Ac-DEVD-pNA absorbance 405 nm; D23A/D198A/D206A triple mutant, cannot self-cleave; scale: DMSO 0, 5 µM enzyme 100 | activation, % at 8.5 µM | 330,000 tested, 0.093% active | AID 463210;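 active means percent activation above the screen-wide mean plus 3 SD, cut at about 25% in these data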
Target sequence (P55210 whole entry D23A/D198A/D206A): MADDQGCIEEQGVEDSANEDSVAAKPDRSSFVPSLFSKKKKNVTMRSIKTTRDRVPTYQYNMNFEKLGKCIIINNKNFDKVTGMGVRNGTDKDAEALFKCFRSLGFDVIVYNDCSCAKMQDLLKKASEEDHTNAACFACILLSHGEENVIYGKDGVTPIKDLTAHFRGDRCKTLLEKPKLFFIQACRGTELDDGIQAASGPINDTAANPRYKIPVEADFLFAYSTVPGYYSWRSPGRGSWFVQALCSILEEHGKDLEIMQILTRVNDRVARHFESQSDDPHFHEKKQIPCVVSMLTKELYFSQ
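signal = Epi-absorbance of released pNA at 405 nm, two timepoints | assay system = Uncleavable procaspase-7 mutant enzyme | reagent = Ac-DEVD-pNA substrate, 400 µM as added | times = 1 h enzyme–compound preincubation and 2 h substrate reaction, both 25 °C | benchmarks = low DMSO alone, high DMSO plus 5 µM PC-7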
LAP4 TOR yeast: alters LAP4-GFP fluorescence in TOR pathway yeast screen. S. cerevisiae LAP4-GFP multiplex, flow cytometry GFP, 3 h; median GFP as percent of DMSO wells. GFP response vs DMSO, % at 10 µM. 320,000 tested, 0.34% active. AID 2023;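 active means GFP response vs DMSO above a set limit, about the screen mean plus 3 SD, cut at about 150% in these data; inconclusive means under 70 cell events counted for the yeast strain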
AHR act: activators of human aryl hydrocarbon receptor; P35869; AHR-responsive luciferase reporter cells, luminescence; activation, % at 5 µM; 320,000 tested, 2.5% active; AID 2796; in the data active means activation above about 47%;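 further: 0% = vehicle wells and 100% = reference agonist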
AGP1 TOR yeast: modulators of TOR pathway AGP1-GFP in S. cerevisiae; S. cerevisiae AGP1-GFP multiplex flow cytometry, 3 h; GFP as percent of DMSO wells; GFP response vs DMSO, % at 10 µM; 320,000 tested, 0.02% active; AID 2066;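 active means GFP response relative to DMSO above a set limit, near screen average plus 3 SD, cut at about 150% in these data; inconclusive means fewer than 70 cells counted for the yeast strain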;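 further: median GFP channel fluorescence of the gated AGP1 strain per well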
RPL19A TOR yeast: yeast TOR pathway RPL19A-GFP modulation; S. cerevisiae RPL19A-GFP strain, flow cytometry, 3 h; active compounds read low; percent response vs DMSO, % at 10 µM; 330,000 tested, 0.3% active;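 active means percent response vs DMSO below 50%; inconclusive means fewer than 70 events counted for the yeast strain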;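 further: median channel GFP fluorescence of the barcoded RPL19A-GFP strain; ratio of sample median GFP to plate DMSO average so 100% = DMSO; lower means less RPL19A-GFP as with rapamycin TOR inhibition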
MEP2 TOR yeast: alters MEP2-GFP fluorescence in TOR pathway yeast screen. S. cerevisiae MEP2-GFP strain, flow cytometry GFP, 3 h; 100% = DMSO control level. GFP response vs DMSO, % at 10 µM. 330,000 tested, 0.51% active. AID 2016;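 active means GFP response versus DMSO above a set limit, roughly screen mean plus 3 SD, cut at about 180% in these data; inconclusive means fewer than 70 cells counted for a yeast strain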;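 further: median GFP fluorescence of the barcode-gated MEP2-GFP cells per well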
procasp3 activ: procaspase-3 (human) activation; P42574; recombinant procaspase-3 D3A, Ac-DEVD-pNA absorbance 405 nm; activation, % at 8.5 µM; 330,000 tested, 0.11% active;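 active means activation above the mean of all tested compounds plus 3 SD, cut at about 21% in these data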;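 further: 0% = DMSO alone and 100% = DMSO wells spiked with extra 5 µM PC-3 D3A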
Target sequence (P42574 whole entry D9A/D28A/D175A): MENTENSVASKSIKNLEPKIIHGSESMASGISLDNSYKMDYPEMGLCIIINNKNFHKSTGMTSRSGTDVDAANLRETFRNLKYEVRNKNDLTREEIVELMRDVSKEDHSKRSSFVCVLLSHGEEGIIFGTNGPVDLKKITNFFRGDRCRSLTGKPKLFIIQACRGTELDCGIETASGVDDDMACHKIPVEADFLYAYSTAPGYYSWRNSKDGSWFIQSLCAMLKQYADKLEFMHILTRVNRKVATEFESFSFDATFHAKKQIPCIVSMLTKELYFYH
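Compound: 8.5 µM single point, 0.8% DMSO / Material: Autoprocessing-dead procaspase-3 D3A mutant enzyme / Timing: 1 h preincubation plus 2 h reaction at 25 °C / Medium: Zinc-free HEPES/NaCl buffer with 0.01% Triton X-100 at pH 7.4 / Technique: 405 nm absorbance of p-nitroaniline, reads at 0 and 120 min / Repeats: one well per compound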
* marks the source's active call; other numbers are inactive results; [ ] = dose if it differs, or a comment.

Cc1ccc(OCC(=O)NCCNC(=O)c2cnccn2)cc1 was read as CIT2 TOR yeast 105, proCasp7 act -1, LAP4 TOR yeast 101, AHR act -3, AGP1 TOR yeast 101, RPL19A TOR yeast 98, MEP2 TOR yeast 97 and procasp3 activ 5.
Screening O=C(c1ccccc1NS(=O)(=O)c1ccc(Br)s1)N1CCOCC1 returned CIT2 TOR yeast 104, proCasp7 act -9, LAP4 TOR yeast 113, AHR act 0, AGP1 TOR yeast 106, RPL19A TOR yeast 105, MEP2 TOR yeast 102 and procasp3 activ 0.
For CCOC(=O)Nc1ccccc1N1C(=O)c2ccccc2C1=O the results were CIT2 TOR yeast 100, proCasp7 act 6, LAP4 TOR yeast 90, AHR act -1, AGP1 TOR yeast 104, RPL19A TOR yeast 102, MEP2 TOR yeast 101 and procasp3 activ 5.
For O=C(Nc1nc2ccsc2c(=O)s1)c1ccco1 the results were CIT2 TOR yeast 104, proCasp7 act 3, LAP4 TOR yeast 103, AHR act -1, AGP1 TOR yeast 98, RPL19A TOR yeast 93, MEP2 TOR yeast 103 and procasp3 activ -3.
Screening O=C(CCC(=O)N(c1ccccc1)C(C(=O)NC1CCCC1)c1ccncc1)Nc1cccnc1 (stereo not drawn) returned CIT2 TOR yeast 99, proCasp7 act 4, LAP4 TOR yeast 111, AHR act 4, AGP1 TOR yeast 104, RPL19A TOR yeast 106, MEP2 TOR yeast 104 and procasp3 activ 4.
Screening CCc1ccccc1OCC(=O)Nc1ccc2c(c1)OCCO2 returned CIT2 TOR yeast inconclusive, proCasp7 act -1, LAP4 TOR yeast 95[may fluoresce violet], AHR act 4, AGP1 TOR yeast 24[may fluoresce violet], RPL19A TOR yeast 57[may fluoresce violet], MEP2 TOR yeast 366*[may fluoresce violet] and procasp3 activ -3.
Screening CCOc1ccccc1NC(=O)c1ccccc1NC(=O)c1ccco1 returned CIT2 TOR yeast 96, proCasp7 act -6, LAP4 TOR yeast 89, AHR act 70*, AGP1 TOR yeast 92, RPL19A TOR yeast 99, MEP2 TOR yeast 102 and procasp3 activ -6.
Cc1c(C(=O)Nc2ccncc2)oc2c1C(=O)CC(C)(C)C2 was read as CIT2 TOR yeast 115, proCasp7 act 13, LAP4 TOR yeast 103, AHR act 10, AGP1 TOR yeast 103, RPL19A TOR yeast 101, MEP2 TOR yeast 104 and procasp3 activ 3.
CCCN1C2CCCC1CC(NC(=O)c1ccc(C(C)(C)C)cc1)C2 (stereo not drawn) was read as CIT2 TOR yeast 104, LAP4 TOR yeast 93, AGP1 TOR yeast 106, RPL19A TOR yeast 102 and MEP2 TOR yeast 102.
`CC1=C(c2ccccc2)SC2=NCCN21` gave CIT2 TOR yeast 102, LAP4 TOR yeast 96, AGP1 TOR yeast 105, RPL19A TOR yeast 106 and MEP2 TOR yeast 110.
Cc1cc(C(=O)N2CCN(Cc3ccccc3)CC2)ccc1[N+](=O)[O-] was read as CIT2 TOR yeast 100, proCasp7 act 4, LAP4 TOR yeast 88, AHR act 8, AGP1 TOR yeast 94, RPL19A TOR yeast 106, MEP2 TOR yeast 104 and procasp3 activ -1.
For CC1=C(C(N)=O)C(c2ccccc2)n2nc(-c3cccs3)nc2N1 (stereo not drawn) the results were CIT2 TOR yeast 97, proCasp7 act 2, LAP4 TOR yeast 103, AHR act 7, AGP1 TOR yeast 104, RPL19A TOR yeast 100, MEP2 TOR yeast 105 and procasp3 activ 4.
Screening COc1cccc(C2=NN(C(=O)CCCC(=O)O)C(c3cccs3)C2)c1 (stereo not drawn) returned CIT2 TOR yeast 84, proCasp7 act -5, LAP4 TOR yeast 108, AHR act 1, AGP1 TOR yeast 97, RPL19A TOR yeast 95, MEP2 TOR yeast 92 and procasp3 activ 3.
For NC(=O)c1ccc(NC(=O)c2ccc(COc3ccc(F)cc3)o2)cc1 the results were CIT2 TOR yeast 108, proCasp7 act 8, LAP4 TOR yeast 101, AHR act 0, AGP1 TOR yeast 110, RPL19A TOR yeast 102, MEP2 TOR yeast 107 and procasp3 activ 1.
For Cc1ccccc1-c1nc(CS(=O)(=O)CC(=O)NCCCN2CCCC2=O)c(C)o1 the results were CIT2 TOR yeast 102, proCasp7 act -5, LAP4 TOR yeast 96, AHR act 2, AGP1 TOR yeast 104, RPL19A TOR yeast 99, MEP2 TOR yeast 107 and procasp3 activ -5.
`CC(C)C[C@H](NC(=O)N1CC(=O)Nc2ccccc21)C(=O)N[C@@H](Cc1ccccc1)C(=O)O` gave CIT2 TOR yeast 100, proCasp7 act -7, LAP4 TOR yeast 105, AHR act 0, AGP1 TOR yeast 102, RPL19A TOR yeast 99, MEP2 TOR yeast 105 and procasp3 activ 12.
Screening O=C(COC(=O)Cc1ccsc1)Nc1ccc(S(=O)(=O)N2CCOCC2)cc1 returned CIT2 TOR yeast 110, proCasp7 act -6, LAP4 TOR yeast 91, AHR act -2, AGP1 TOR yeast 101, RPL19A TOR yeast 106, MEP2 TOR yeast 110 and procasp3 activ 7.
Screening COc1ccccc1C1C(C(N)=O)=C(C)Nc2nc(-c3ccc(Cl)cc3)nn21 (stereo not drawn) returned CIT2 TOR yeast 100, proCasp7 act -6, LAP4 TOR yeast 98, AHR act 2, AGP1 TOR yeast 101, RPL19A TOR yeast 96, MEP2 TOR yeast 100 and procasp3 activ 0.
Cc1nn(CCO)c2nc(-c3cccs3)cc(C(F)(F)F)c12 was read as CIT2 TOR yeast 94, proCasp7 act 5, LAP4 TOR yeast 99, AHR act 6, AGP1 TOR yeast 91, RPL19A TOR yeast 101, MEP2 TOR yeast 102 and procasp3 activ 0.
`CCS(=O)(=O)N1CCN=C1SC(C)c1ccccc1` (stereo not drawn) gave CIT2 TOR yeast 105, proCasp7 act 4, LAP4 TOR yeast 108, AHR act 1, AGP1 TOR yeast 110, RPL19A TOR yeast 102, MEP2 TOR yeast 108 and procasp3 activ 0.
For Cc1cccc(N(C(=O)c2csnn2)C(C(=O)NCc2ccccc2)c2cccs2)c1 (stereo not drawn) the results were CIT2 TOR yeast 101, proCasp7 act 0, LAP4 TOR yeast 86, AHR act 0, AGP1 TOR yeast 94, RPL19A TOR yeast 99, MEP2 TOR yeast 93 and procasp3 activ -2.
For CC/C=C/C(=O)N1CC2(CC(c3cccc(NC(=O)CCCCC)c3)=NO2)C[C@H]1C(N)=O (stereo partly drawn) the results were CIT2 TOR yeast 100, proCasp7 act -8, LAP4 TOR yeast 96, AHR act 5, AGP1 TOR yeast 110, RPL19A TOR yeast 98, MEP2 TOR yeast 105 and procasp3 activ 5.
CC(C)NC(=O)CN(Cc1ccccc1)S(=O)(=O)c1ccccc1 was read as CIT2 TOR yeast 98, proCasp7 act 1, LAP4 TOR yeast 94, AHR act 1, AGP1 TOR yeast 94, RPL19A TOR yeast 96, MEP2 TOR yeast 97 and procasp3 activ -1.
Screening Cn1nnnc1SCC(=O)N1CCN(S(=O)(=O)c2ccc(Cl)cc2)CC1 returned CIT2 TOR yeast 94, proCasp7 act -3, LAP4 TOR yeast 107, AHR act 0, AGP1 TOR yeast 97, RPL19A TOR yeast 95, MEP2 TOR yeast 100 and procasp3 activ 0.
Cc1ccccc1Cc1c(C)nc2c(C(=O)N3CCN(Cc4ccc5c(c4)OCO5)CC3)cnn2c1C was read as CIT2 TOR yeast 111, proCasp7 act 6, LAP4 TOR yeast 106, AHR act 2, AGP1 TOR yeast 104, RPL19A TOR yeast 101, MEP2 TOR yeast 105 and procasp3 activ 7.
Cn1cc(CN2CCCC(C(=O)Nc3cccc(-n4cccn4)c3)C2)cn1 (stereo not drawn) was read as CIT2 TOR yeast 99, proCasp7 act 13, LAP4 TOR yeast 101, AHR act 8, AGP1 TOR yeast 95, RPL19A TOR yeast 94, MEP2 TOR yeast 94 and procasp3 activ 0.
Screening CC1=NN(c2ccc(Cl)cc2)C(=O)/C1=C\c1cccn1-c1ccc(S(N)(=O)=O)cc1 returned CIT2 TOR yeast 89, proCasp7 act -5, LAP4 TOR yeast 103, AHR act 22, AGP1 TOR yeast 92, RPL19A TOR yeast 101, MEP2 TOR yeast 123 and procasp3 activ -12.
For Cc1cccc(CC2SC(N3CCN(c4ccccc4)CC3)=NC2=O)c1 (stereo not drawn) the results were CIT2 TOR yeast 83, proCasp7 act 3, LAP4 TOR yeast 101, AHR act 0, AGP1 TOR yeast 93, RPL19A TOR yeast 93, MEP2 TOR yeast 96 and procasp3 activ -4.
Screening CN(CC(=O)N1CCCCCC1)S(=O)(=O)c1cccc2cccnc12 returned CIT2 TOR yeast 107, proCasp7 act -10, LAP4 TOR yeast 97, AHR act 2, AGP1 TOR yeast 106, RPL19A TOR yeast 102, MEP2 TOR yeast 109 and procasp3 activ 12.
For Cc1nn(C)c(C)c1/C=C(\C#N)C(N)=O the results were CIT2 TOR yeast 108, proCasp7 act -10, LAP4 TOR yeast 91, AHR act 2, AGP1 TOR yeast 101, RPL19A TOR yeast 103, MEP2 TOR yeast 103 and procasp3 activ -3.
For O=C(NCC(=O)N1CCN(c2ncccn2)CC1)c1ccccc1OC(F)F the results were CIT2 TOR yeast 102, proCasp7 act 0, LAP4 TOR yeast 100, AHR act 15, AGP1 TOR yeast 98, RPL19A TOR yeast 99, MEP2 TOR yeast 112 and procasp3 activ 6.
For CC(=O)c1nn(-c2ccc(C(F)(F)F)cc2)c(=O)[nH]c1=O the results were CIT2 TOR yeast 99, proCasp7 act -10, LAP4 TOR yeast 100, AHR act 42, AGP1 TOR yeast 97, RPL19A TOR yeast 97, MEP2 TOR yeast 105 and procasp3 activ 4.
Screening COc1cc(S(=O)(=O)NCC2OCCc3ccccc32)ccc1-n1cnnn1 (stereo not drawn) returned CIT2 TOR yeast 99, proCasp7 act 15, LAP4 TOR yeast 93, AHR act -2, AGP1 TOR yeast 95, MEP2 TOR yeast 94 and procasp3 activ 0.
`CC(CN1CCOCC1)C(=O)c1ccccc1` (stereo not drawn) gave CIT2 TOR yeast 101, proCasp7 act 2, LAP4 TOR yeast 96, AHR act -1, AGP1 TOR yeast 97, RPL19A TOR yeast 98, MEP2 TOR yeast 98 and procasp3 activ -3.
`O=C(NC1CCCCC1)C(c1cccs1)N(C(=O)C(F)(F)F)c1ccccc1` (stereo not drawn) gave CIT2 TOR yeast 101, proCasp7 act 2, LAP4 TOR yeast 102, AHR act 7, AGP1 TOR yeast 102, RPL19A TOR yeast 98, MEP2 TOR yeast 108 and procasp3 activ -2.
